FXIIa inh = blocks human coagulation factor XIIa protease activity; inhibition, % at 5 µM; 220,000 compounds, 0.3% hits; purified FXIIa, Boc-QGR-AMC fluorogenic substrate, 2 h; P00748; in the data active means inhibition above about 40%;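 further: 0% = enzyme with no compound and 100% = blank without enzyme; many of its hits are not listed in these tables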
Thrombin inh = blocks human thrombin protease activity; P00734; alpha-thrombin, Boc-VPR-AMC fluorogenic substrate cleavage; inhibition, % at 5 µM; 220,000 compounds, 0.26% hits;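 active means inhibition at or above 40%; inactive means inhibition below 40%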;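 further: 0% = enzyme with no compound and 100% = wells without enzyme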
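Material: human alpha-thrombin protein; Also added: Boc-VPR-AMC substrate, 15 µM final; Timing: enzyme reaction carried out at room temperature; Signal: fluorescence, ex 355 nm, em 460 nm; Measure: % inhibition of thrombin; Controls: enzyme without compound as high, wells lacking enzyme as low.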
Rad51 HR inh = blocks human Rad51 in homologous recombination; inhibition, % at 10 µM; Q06609; hRad51 DNA strand exchange, fluorescence dequenching; AID 1385; 200,000 compounds, 0.085% hits;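 active means inhibition above 40% at the single screening dose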;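 further: 0% = DMSO control wells and 100% = blanks with heterologous ssDNA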
Target sequence (Q06609 whole entry, looked up): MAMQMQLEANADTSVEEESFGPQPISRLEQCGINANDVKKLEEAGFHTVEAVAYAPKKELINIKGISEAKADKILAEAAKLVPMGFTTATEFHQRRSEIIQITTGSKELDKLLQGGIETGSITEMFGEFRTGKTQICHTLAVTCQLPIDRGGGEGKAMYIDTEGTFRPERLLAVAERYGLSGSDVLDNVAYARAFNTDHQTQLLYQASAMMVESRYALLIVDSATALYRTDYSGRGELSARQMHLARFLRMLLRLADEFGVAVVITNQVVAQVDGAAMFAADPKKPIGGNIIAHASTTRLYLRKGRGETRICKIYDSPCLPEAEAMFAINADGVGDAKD
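Test system – preformed human Rad51 ssDNA filaments · Reagent – Donor/quencher-labelled 47-bp dsDNA substrate · Incubation – 37 °C 15-min filament assembly, 30-min compound preincubation, 15-min exchange · Signal – FRET fluorescence dequenching, excitation 485 nm, emission 520 nm · Read-out – percent inhibition from fluorescence, normalised to plate control and blank means · Benchmarks – plate control and blank wells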
L929 necroptosis = L929 zVAD cell death inhibition; 220,000 compounds, 0.38% hits; viability rescue, % at 10 µM; L929 zVAD necroptosis rescue, ATP luminescence, 24 h; with zVAD 60 µM;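 active means activation, scaled between plate controls, above about 75%, limit read from the data; inactive means activation under that limit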;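 further: 0% = zVAD with DMSO and 100% = DMSO alone without zVAD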
FXIa inh = inhibitors of human coagulation factor XIa; 220,000 compounds, 0.14% hits; AID 798; purified FXIa, Boc-Glu-Ala-Arg-AMC fluorogenic substrate; inhibition, % at 5 µM;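 active means inhibition of at least 40%; inactive means inhibition below 40%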;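 further: fluorescence of freed AMC excited at 355 nm; 0% = enzyme without compound and 100% = no enzyme blank; many of its hits are not listed in these tables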
hK5 inh = kallikrein 5 (human) inhibition; Q9Y337; recombinant hK5, fluorogenic AMC substrate cleavage; inhibition, % at 5 µM; 210,000 compounds, 0.59% hits;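 active means inhibition of 40% or more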;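 further: 0% = enzyme controls without compound and 100% = no-enzyme blanks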
Target sequence (Q9Y337 67-293 limits assumed): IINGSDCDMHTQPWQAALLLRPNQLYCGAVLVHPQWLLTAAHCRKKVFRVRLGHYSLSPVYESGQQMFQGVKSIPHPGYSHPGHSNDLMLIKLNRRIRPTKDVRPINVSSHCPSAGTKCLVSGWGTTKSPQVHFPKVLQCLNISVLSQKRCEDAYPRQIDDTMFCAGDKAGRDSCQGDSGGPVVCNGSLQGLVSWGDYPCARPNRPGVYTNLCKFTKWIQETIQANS
KCC2 mod = KCC2 (human) Cl- transport modulation; KCC2 cells, thallium flux FluoZin-2 fluorescence; B-score of Tl+ flux slope (higher = more flux/activation; lower = inhibition) at 10 µM; 190,000 compounds, 2.2% hits; AID 1456;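 active means thallium flux slope and its plate-corrected score both differing from the plate sample mean at a set confidence after two filtering rounds, in either direction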;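 further: slope of fluorescence scaled to starting intensity during 10 to 20 s after thallium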
Hck Nef HTS = human Hck-Nef kinase inhibition | P08631 | 220,000 compounds, 0.68% hits | Recombinant Hck-YEEI plus Nef, Z-Lyte FRET kinase assay | inhibition, % at 20 µM;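 active means Hck-Nef kinase inhibition above about 50%, limit read from the data; inactive means inhibition below that limit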;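 further: 0% = DMSO with Hck plus Nef and 100% = Hck alone without Nef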
Target sequence (P08631 whole entry, looked up): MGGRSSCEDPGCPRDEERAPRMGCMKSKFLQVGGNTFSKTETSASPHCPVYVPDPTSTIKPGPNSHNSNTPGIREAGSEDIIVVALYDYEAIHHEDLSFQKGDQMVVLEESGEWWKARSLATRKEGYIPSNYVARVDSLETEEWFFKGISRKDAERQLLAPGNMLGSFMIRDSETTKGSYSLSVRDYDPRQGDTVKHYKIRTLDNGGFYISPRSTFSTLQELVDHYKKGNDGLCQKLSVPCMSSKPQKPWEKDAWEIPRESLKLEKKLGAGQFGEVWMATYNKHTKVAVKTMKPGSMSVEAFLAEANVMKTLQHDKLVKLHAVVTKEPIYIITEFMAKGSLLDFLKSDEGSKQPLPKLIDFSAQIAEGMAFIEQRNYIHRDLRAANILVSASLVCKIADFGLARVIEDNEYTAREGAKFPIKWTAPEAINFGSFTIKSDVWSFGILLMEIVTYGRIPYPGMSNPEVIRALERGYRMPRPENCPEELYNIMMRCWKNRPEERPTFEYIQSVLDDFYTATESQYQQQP
TNF death inh = inhibitors of TNF-alpha induced necroptosis in Jurkat FADD-/- cells. Jurkat FADD-/- TNF necroptosis rescue, ATP luminescence, 24 h; 0 = TNF only, 100 = no-TNF cells. activation (protection from cell death), % at 10 µM. 220,000 compounds, 0.068% hits. AID 463075;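 active means activation, meaning protection from cell death, of at least 50% relative to plate controls; inactive means activation below 50%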;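 further: necroptosis triggered by 40 ng/mL TNF-alpha added together with compound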
An asterisk follows results filed as active; x = not tested or not shown. This is a subset; the hit share may differ from the screen's.

SMILES	FXIIa inh	Thrombin inh	Rad51 HR inh	L929 necroptosis	FXIa inh	hK5 inh	KCC2 mod	Hck Nef HTS	TNF death inh
CCOC(=O)c1c(C)n(OCc2ccccc2)c2ccc3c(no[n+]3[O-])c12	5.8	-3.0	7.6	9.2	-4.5	4.0	0.0125	-0.8	-1.2
CC(C)Cc1cc(C(=O)NCc2cccnc2)no1	15.7	-2.0	0.7	0.1	5.4	-15.3	-0.326	0.4	1.0
CCOC(=O)C1(CCCc2ccccc2)CCN(C(=O)c2cnc(C)cn2)CC1	7.4	-5.5	6.8	-0.1	1.9	-1.0	-2.26	14.2	1.6
CCNC(=S)Nc1cc(OCC)c(N2CCOCC2)cc1OCC	6.3	-10.6	18.3	0.1	2.7	-15.2	-0.48	4.8	1.4
Cc1ccc(/C=C2\SC(=S)N(CCCC(=O)Nc3ccc(O)cc3)C2=O)cc1	12.6	3.3	14.8	3.8	4.6	5.5	0.764	14.5	-13.6
COc1cccc2c1C(=O)C=C(C)C2=O	4.2	-1.2	-13.4	-0.6	-3.5	-13.2	1.05	3.6	-5.1
O=C(Cc1nc2ccccc2[nH]1)c1cccc([N+](=O)[O-])c1	6.3	2.5	-3.1	3.3	2.7	-7.2	-0.000124	1.9	-6.2
CC(C)(C)[Si](OCC[C@@H]1C[C@@]1(C)[C@@H](NP(=O)(c1ccccc1)c1ccccc1)c1ccccc1)(c1ccccc1)c1ccccc1	14.9	1.6	-4.6	8.3	8.3	-4.8	-0.332	-5.4	-1.0
Cc1nn(CCC(N)=S)c2nc(-c3cccs3)cc(C(F)(F)F)c12	7.7	-1.8	x	0.5	7.3	-8.2	-0.0687	1.2	2.2
Cc1cc(C(=O)CSc2nnnn2C)c(C)n1CCc1ccc(F)cc1	1.5	-7.3	1.0	-0.3	-2.7	2.2	-0.00262	0.1	-4.5

Reprinted at random: two compounds from above.
SMILES	FXIIa inh	Thrombin inh	Rad51 HR inh	L929 necroptosis	FXIa inh	hK5 inh	KCC2 mod	Hck Nef HTS	TNF death inh
CC(C)Cc1cc(C(=O)NCc2cccnc2)no1	15.7	-2.0	0.7	0.1	5.4	-15.3	-0.326	0.4	1.0
Cc1nn(CCC(N)=S)c2nc(-c3cccs3)cc(C(F)(F)F)c12	7.7	-1.8	x	0.5	7.3	-8.2	-0.0687	1.2	2.2

Next part.
SMILES	FXIIa inh	Thrombin inh	Rad51 HR inh	L929 necroptosis	FXIa inh	hK5 inh	KCC2 mod	Hck Nef HTS	TNF death inh
O=C(COC(=O)c1ccc(F)cc1)Nc1nc2ccc([N+](=O)[O-])cc2s1	5.0	-1.0	x	3.9	-0.2	x	0.243	7.1	0.4
O=C(Nc1ccccn1)c1ccc(CN(c2ccccc2)S(=O)(=O)c2ccccc2)cc1	7.5	-1.7	-7.9	62.6	-5.8	6.2	0.0136	12.9	1.4
Cc1cccc(N(CC(=O)N/N=C/c2ccc(OCC(=O)NCc3ccco3)cc2)S(C)(=O)=O)c1C	-9.3	-3.1	3.7	0.2	-5.7	-1.7	-1.01	1.2	-4.3
Cc1cc(C)c(/C([O-])=C(/C(=S)Nc2ccc(SC(F)F)cc2)[n+]2ccccc2)cc1C	7.5	1.3	9.3	0.7	3.2	7.2	-0.604	4.3	-0.2
O=c1[nH]c(CN2CCN(S(=O)(=O)c3cccs3)CC2)nc2c(Br)cc(Br)cc12	7.1	-6.0	-2.1	0.9	5.2	2.1	1.09	0.9	1.9
Cc1cc(CNC(=O)[C@H]2C[C@@H]2[C@H](NP(=O)(c2ccccc2)c2ccccc2)c2ccccc2)nn1C	19.9	2.1	2.0	0.5	9.0	-3.0	-0.495	-0.2	-3.4
CC(C)CC(NC(=O)c1ccc(C#CC(C)(C)O)s1)C(=O)O (stereo unspecified)	11.2	-0.2	4.9	17.4	-3.5	4.4	0.121	11.9	-0.1
O=[N+]([O-])c1ccc(C2=Nc3cc(Cl)ccc3OC2)cc1	9.1	1.2	30.4	0.3	-0.6	-7.4	0.0932	1.7	-1.3
Cc1ccc(C(=O)N2CCN(c3cccc(Cl)c3)CC2)cc1C	13.6	0.2	1.1	1.7	2.2	4.0	-0.605	-3.5	-4.8
Cc1ccc(CNC(=O)CSc2nc(C)cc(C)c2C#N)cc1	20.4	-5.5	-2.2	-0.6	2.1	-3.8	-0.356	1.2	-0.7
O=C(/C=C/Nc1ccc(OC(F)(F)F)cc1)C(F)(F)F	20.8	-3.2	-7.5	0.1	-8.3	2.2	0.459	-0.2	-1.4
CC1(C)CC(=O)c2cc(O)ccc2O1	11.9	3.6	16.1	x	4.2	-6.7	-0.392	-1.7	-0.6
O=S(=O)(NNc1ccc(Cl)nn1)c1ccc(F)cc1	5.5	5.9	-2.1	1.1	12.5	-9.7	0.138	0.5	10.4
Cc1nnc(SCC(=O)NC(C)(C)C)n1NCc1ccc(Cl)cc1	1.1	-5.2	0.0	-1.5	-0.8	1.4	-0.83	17.7	0.6
O=C(O)c1ccc(/C=N/O)cc1	-0.3	-5.7	-4.0	0.9	-1.3	-3.7	x	4.1	4.0
O=C(c1ccccc1F)N1CCCC(C(=O)N2CCc3ccccc3C2)C1 (stereo unspecified)	9.5	-1.6	10.3	-1.1	1.2	2.8	-0.107	19.6	-0.2
Cc1ccc(S(=O)(=O)CC(=O)NC2CC2)cc1	-0.6	-2.0	3.5	-0.8	2.4	-20.7	0.926	1.4	-0.4
O=C(O)CC1SC(N/N=C/c2ccc(Br)cc2)NC1=O (stereo unspecified)	2.8	-3.9	0.6	0.7	-1.4	-0.5	1.39	-4.5	0.4
COc1ccc(-c2nnc(SCC(=O)Nc3ccccc3OC)o2)cc1	17.4	9.2	10.4	-0.2	4.9	17.6	1.78	0.8	-1.3
O=C1C(Cc2ccc(Br)cc2)SC(=Nc2ccccc2)N1c1ccccc1 (stereo unspecified)	7.6	-9.7	7.8	1.0	-0.1	0.0	0.747	3.6	0.2
CCOC(=O)N1CCC(N2CCCC(C(=O)c3cc(F)ccc3OC)C2)CC1 (stereo unspecified)	7.7	-1.1	x	-1.3	0.7	-1.4	0.93	10.9	0.0
C=CCNC(=O)NC(=O)COn1nnc2ccc(S(=O)(=O)N(C)C)cc21	10.1	0.4	x	0.4	4.6	-2.9	-2.86	2.2	0.7
COc1ccc(N=C2SCC(c3ccc([N+](=O)[O-])cc3)=NN2CCO)cc1	4.2	-2.1	3.0	2.2	3.8	-0.2	x	2.5	1.5
CSc1ccc(CN2CCC(C(=O)NCc3ccc(C)cc3)CC2)cc1	10.6	-4.2	-1.4	1.8	1.1	4.6	0.114	23.7	2.7
Cc1ccc(NC(=O)CCl)c(C)c1	17.1	11.6	0.7	-0.1	9.0	12.9	0.253	13.2	8.6
COc1ccccc1C(=O)N1CCC(N2CCN(c3ccccc3)CC2)CC1	9.2	-0.5	-13.6	0.2	7.2	-6.0	0.741	7.6	0.1
COc1ccc(/C=N/NC(=O)c2cccc([N+](=O)[O-])c2)cc1O	-3.5	3.3	10.4	0.9	13.7	-16.5	0.96	3.6	-3.8
O=C(NC(=O)c1ccc(F)cc1F)Nc1ccc(Cl)cc1	13.2	5.0	-3.5	0.8	4.5	6.9	0.00351	26.4	2.2
Cc1c(Cl)cnc(NC(=O)COC(=O)c2ccc3c(c2)OCO3)c1Cl	13.0	27.4	x	x	10.4	40.6*	-0.404	1.1	0.4
CCCC(=O)Nc1nnc(Cc2ccccc2)s1	9.0	-1.8	-1.8	-0.2	-1.7	12.1	-1.3	1.3	0.0
Cc1ccc(NCCC(=O)c2cccs2)cc1	x	-2.6	4.8	-0.3	-1.0	1.4	0.508	-15.3	-0.8
C/C=C/c1ccc(OCC(=O)Nc2ccc(C(N)=O)cc2)c(OC)c1	1.9	-13.1	-6.0	-1.1	-1.4	-4.6	0.0132	15.5	1.1
Cc1ccc(-c2nnc(Cc3ccc([N+](=O)[O-])cc3)o2)cc1	1.2	-7.0	-13.8	0.3	-3.2	-12.0	-0.38	4.2	-0.5
COc1cccc(-n2c(CN3CCN(c4ccc(C)cc4)C(C)C3)nc3ccc([N+](=O)[O-])cc3c2=O)c1 (stereo unspecified)	5.1	-11.7	6.5	-0.2	-4.3	-14.0	0.565	5.1	1.2
COc1ccc(OC)c(NC(=O)c2c3c(nc4ccccc24)CCC3)c1	7.6	-4.4	-3.1	0.0	1.4	-0.3	0.842	3.3	-1.6
CN(C)S(=O)(=O)c1cccc(-c2nn(-c3ccccc3)cc2/C=C(\C#N)c2nc3ccccc3[nH]2)c1	26.0	1.1	-44.0	2.3	21.7	-14.0	-0.469	-22.2	-9.7
OC(CN=c1sc2ccccc2n1CC(O)COc1ccccc1)COc1ccccc1 (stereo unspecified)	8.2	-0.8	0.1	-0.4	1.5	-5.2	1.52	4.8	-5.7
Cc1noc(C)c1C(=O)N1CCC(C(=O)c2ccc(F)cc2F)CC1	2.3	-7.8	17.6	0.4	-0.4	-4.0	-0.00928	2.1	4.2
COc1ccc(C2C(C(=O)NCCN3CCOCC3)c3ccccc3C(=O)N2C)cc1OC (stereo unspecified)	9.6	0.0	-8.8	1.2	-0.5	3.4	x	0.7	-0.4
CC(=O)NC1CC2CCCC(C1)N2CC(=O)Nc1ccccc1 (stereo unspecified)	13.6	-3.8	-7.9	0.3	8.8	-15.7	x	1.1	-0.4
CCOC(=O)c1sc(NC(=O)CSc2nnnn2-c2ccc(C)cc2C)nc1C	18.3	2.8	x	2.2	24.0	-10.6	0.756	0.4	1.2
Nc1ccc(-c2nc3ccc([N+](=O)[O-])cc3[nH]2)cc1	12.9	-2.4	19.6	0.3	3.9	-10.3	-0.0915	1.9	-0.7
Nc1cc(C(=O)O)ccc1Nc1ccc(F)c(F)c1	6.3	-7.8	-7.8	1.2	-2.1	-31.1	0.514	0.2	0.1
O=C(Cc1ccccc1)NCCS(=O)c1ccc(Cl)cc1 (stereo unspecified)	8.2	-0.7	-0.2	0.0	-5.2	2.8	0.761	-0.5	-2.2
O=c1c2c(-c3ccccc3)csc2nc2n1CCC2	7.4	-4.8	4.0	-0.2	5.1	-6.0	0	1.2	0.1
O=C1OC(COc2ccc(Br)cc2)CN1c1ccccc1 (stereo unspecified)	9.3	-2.9	19.6	1.2	-0.2	-0.6	-0.156	13.3	4.3
COc1ccc(CCNC(=S)NC2CCN(Cc3ccccc3)CC2)cc1	7.5	4.4	29.4	-0.5	-0.2	2.9	-2.36	26.4	-0.6
Cc1ccc(-n2c(C)cc(C(=O)CSc3nnc4ccccn34)c2C)cc1	8.5	-12.0	3.4	-0.5	-0.9	-4.4	0.24	2.7	-1.1
Cc1cc(C(=O)C(=O)O)c(C)n1-c1ccc(Cl)cc1	4.3	-4.0	2.8	0.3	-2.9	-4.0	0.956	19.0	1.0
O=S(=O)(Cc1noc(-c2ccccc2Cl)n1)c1ccccn1	8.3	-2.1	1.6	-0.1	-14.3	5.7	-0.931	13.5	1.3
CCOCCCNc1nc2c(-c3ccccc3)nnn2c2ccccc12	7.3	-1.6	x	x	8.1	-15.5	0.0479	-6.8	0.7
Cc1ccc(/C(CSc2nccn2-c2ncc(C(F)(F)F)cc2Cl)=N\O)cc1	7.7	-0.9	-0.5	-0.1	-5.3	-16.7	x	-0.2	-7.1

Source: PubChem BioAssay (several laboratories)
